High-throughput results from PubChem.
miR-122 sensor: miR-122 inhibition in Huh7 cells; Huh7 miR-122 Renilla luciferase sensor, 48 h; neutral wells = 0, positive control = 100; activation (reporter increase), % at 12.5 µM; 340,000 compounds, 0.3% hits;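 active = mean replicate activation score at least 90 and every replicate individually at or above 90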;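 also: higher luciferase means less miR-122 activity so hits act as miR-122 inhibitors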
ERp5 block: ERp5 (human) disulfide isomerase inhibition | 350,000 compounds, 0.05% hits | inhibition, % at 9.99 µM | AID 651711 | ERp5 insulin aggregation, absorbance 650 nm, 90 min | Q15084;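 active = mean replicate inhibition above about 25%, with every replicate also reaching it, limit read from the data, passing the limit was not always enough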
Target sequence (Q15084 whole entry, looked up): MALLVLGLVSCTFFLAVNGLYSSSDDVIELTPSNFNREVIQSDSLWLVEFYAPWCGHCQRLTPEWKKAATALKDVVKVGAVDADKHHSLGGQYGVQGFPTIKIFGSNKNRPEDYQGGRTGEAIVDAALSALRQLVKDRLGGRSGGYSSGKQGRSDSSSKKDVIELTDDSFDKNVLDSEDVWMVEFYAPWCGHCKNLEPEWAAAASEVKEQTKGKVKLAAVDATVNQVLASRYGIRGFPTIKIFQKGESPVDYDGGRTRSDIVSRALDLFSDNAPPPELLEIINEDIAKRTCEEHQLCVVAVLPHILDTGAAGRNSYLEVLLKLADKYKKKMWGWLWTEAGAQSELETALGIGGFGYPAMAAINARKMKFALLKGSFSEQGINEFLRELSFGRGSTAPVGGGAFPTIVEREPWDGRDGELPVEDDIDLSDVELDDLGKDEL
Cneo AK release: Cryptococcus neoformans lysis via adenylate kinase release; C. neoformans lysis, adenylate kinase release luminescence, 4 h; normalised: neutral wells 0, clomiphene wells 100; 360,000 compounds, 0.2% hits; lysis activity, % at 15 µM;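 active = mean lysis activity across replicates of at least 80%, whatever share of replicates individually reach that level; inactive = mean lysis activity below 80%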
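Assay system: Cryptococcus neoformans yeast cells / Dosing: single-point compound dose / Timing: 4 h at 37 °C static, read 1 h later / Measured by: luminescence of released adenylate kinase using an AK detection reagent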
C2C12 statin: suppressors of simvastatin-induced myotoxicity in C2C12 myotubes; ATP luminescence, 48 h; scaled: DMSO 0, geranylgeraniol control 100; rescue of ATP level, % at 7.49 µM; 330,000 compounds, 0.78% hits; AID 602340;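 active = mean ATP rescue above about 67%, or every replicate alone reaching that limit, limit read from the data, passing the limit was not always enough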;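 also: myotubes were challenged with 10 µM simvastatin during compound exposure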
ARNT-TACC3 inh: disruptors of human ARNT/TACC3 interaction; AlphaScreen His-ARNT PAS-B/GST-TACC3 binding, luminescence; TACC3 fragment carries E629A point mutation; Q9Y6A5; inhibition, % at 9.99 µM; 390,000 compounds, 0.66% hits;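 active = mean inhibition of replicates at least 50% and at least half of replicates each reaching 50%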;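 also: 0% = complete ARNT plus TACC3 wells and 100% = ARNT alone without TACC3; many hits fall short of the cut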
SIRT5 block: inhibitors of human sirtuin-5 desuccinylase; 330,000 compounds, 1.1% hits; Purified SirT5, succinyl-peptide AMC, trypsin-coupled fluorescence; AID 652115; Q9NXA8; inhibition, % at 15 µM; in the data active = inhibition above about 15%
Target sequence (Q9NXA8 whole entry, looked up): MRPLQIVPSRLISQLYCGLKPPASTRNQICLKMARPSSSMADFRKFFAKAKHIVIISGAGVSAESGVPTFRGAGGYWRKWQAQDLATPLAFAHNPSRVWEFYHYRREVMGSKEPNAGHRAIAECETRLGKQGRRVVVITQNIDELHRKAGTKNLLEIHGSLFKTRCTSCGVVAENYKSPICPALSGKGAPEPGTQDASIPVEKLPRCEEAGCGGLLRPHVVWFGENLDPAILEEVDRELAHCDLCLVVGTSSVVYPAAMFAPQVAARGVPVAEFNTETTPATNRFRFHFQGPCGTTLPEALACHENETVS
esBAF inh: blocks esBAF chromatin remodeling in mouse ES cells; Bmi1-luciferase knock-in reporter, 24 h; 100% = twice the neutral-well signal; AID 602393; reporter increase, % at 12.5 µM; 350,000 compounds, 2% hits; in the data active = activation above about 40%;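 also: 0% = median of the plate's neutral control wells and 100% = double that signal; a rise in the Bmi1 reporter signal indicates esBAF inhibition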
An asterisk follows results filed as active; x = no result given; & = joins results of further samples; [ ] = dose if it differs, or a comment.

Preview, three compounds:
SMILES	miR-122 sensor	ERp5 block	Cneo AK release	C2C12 statin	ARNT-TACC3 inh	SIRT5 block	esBAF inh
CSc1nccn1C(=O)c1ccccc1[N+](=O)[O-]	2	-5	1	-1	10	1	-10
COc1ccc(NC(=O)CN2CCN(CC(=O)Nc3ccccc3Cl)CC2)cc1	-5	x	2	6	-6	x	4
Cc1cc(Nc2ncc(Cl)cc2Cl)n(-c2ccccc2C)n1	6	x	10	x	-2	x	x

The whole of this part, from the first entry:
SMILES	miR-122 sensor	ERp5 block	Cneo AK release	C2C12 statin	ARNT-TACC3 inh	SIRT5 block	esBAF inh
CSc1nccn1C(=O)c1ccccc1[N+](=O)[O-]	2	-5	1	-1	10	1	-10
COc1ccc(NC(=O)CN2CCN(CC(=O)Nc3ccccc3Cl)CC2)cc1	-5	x	2	6	-6	x	4
Cc1cc(Nc2ncc(Cl)cc2Cl)n(-c2ccccc2C)n1	6	x	10	x	-2	x	x
Cc1ccc(S(=O)(=O)N2CCOCC2)cc1NC(=O)COC(=O)C1COc2ccccc2O1 (configuration not stated)	-5	-6	-1	5	2	8	-5
COc1ccc(CCNC(=O)COC(=O)/C=C/c2ccc3c(c2)OCO3)cc1	x	6	-5	4	-2	-4	47*
O=C(CCCc1nc(-c2ccccc2Cl)no1)NC1CCCCC1	-1	x	0	-5	-6	x	-3
CN(C)c1ccnc(Nc2ccc(F)cc2)c1C#N	-1	0	1	x	x	-3	x
COc1ccccc1-c1csc(Nc2ccc(Oc3ccccc3)cc2)n1	-5	3	-7	3	x	-3	12
O=[N+]([O-])c1cccc(S(=O)(=O)N2CCCCCC2)c1	12	x	-2	-6	-4	x	1
C[C@@H]1CN([C@@H](C)CO)C(=O)CCCn2cc(nn2)CO[C@@H]1CN(C)C(=O)Nc1ccnc(N2CCOCC2)c1	-2[16.7 µM]	-2	6	0	-2	-8	1
C[C@H]1CN([C@@H](C)CO)C(=O)c2cc(NC(=O)CCCN(C)C)ccc2O[C@@H]1CN(C)C	-2[16.7 µM]	3	1	-4	-2	1	0
CC(=O)Nc1cccc(C(=O)OCC(=O)c2ccc3c(c2)OCO3)c1	-8	0	-30	-1	x	-2	-27
CN(C)CCCN=Cc1c(O)n(Cc2ccccc2)c(=O)c2ccccc12	5	x	5	-8	7	x	-8
CCOC(=O)CNC(=O)COc1coc(CN2CCN(c3ccccc3F)CC2)cc1=O	0	-3	-1	-5	2	-1	-5
N#CCCSCc1ccc(C(=O)O)o1	-6	x	0	3	-1	x	-6
O=C(NCCCl)Nc1ccccc1OCCOc1ccccc1NC(=O)NCCCl	x	4	1	-5	-4	-5	-2
Cc1nc2ccc(NC(=O)c3cc([N+](=O)[O-])cc([N+](=O)[O-])c3Cl)cc2s1	8	0	-7	x	-7	1	x
CC(C)NC(=O)Nc1ccc2c(c1)C(=O)N([C@@H](C)CO)C[C@@H](C)[C@H](CN(C)Cc1ccncc1)O2	0[16.7 µM]	0	-2	4	-1	0	-7
O=C(NCCCN1CCOCC1)c1ccc([N+](=O)[O-])cc1[N+](=O)[O-]	-6	7	x	-11	-4	1	-1
CCn1c(-c2cc(Cl)ccc2OC)n[nH]c1=S	-6	x	-1	10	-3	x	1

Next section; the last 4 above are carried over.
SMILES	miR-122 sensor	ERp5 block	Cneo AK release	C2C12 statin	ARNT-TACC3 inh	SIRT5 block	esBAF inh
Cc1nc2ccc(NC(=O)c3cc([N+](=O)[O-])cc([N+](=O)[O-])c3Cl)cc2s1	8	0	-7	x	-7	1	x
CC(C)NC(=O)Nc1ccc2c(c1)C(=O)N([C@@H](C)CO)C[C@@H](C)[C@H](CN(C)Cc1ccncc1)O2	0[16.7 µM]	0	-2	4	-1	0	-7
O=C(NCCCN1CCOCC1)c1ccc([N+](=O)[O-])cc1[N+](=O)[O-]	-6	7	x	-11	-4	1	-1
CCn1c(-c2cc(Cl)ccc2OC)n[nH]c1=S	-6	x	-1	10	-3	x	1
Cc1ccccc1-n1c(Cn2c(=O)sc3ccccc32)nnc1SCC(=O)Nc1nccs1	-4	-2	3	8	x	-2	3
Cc1cc(C(C#N)c2ccccc2F)n2ncnc2n1 (configuration not stated)	-2	-2	-2	15	27	-1	-6
CCC(C)NC(=O)CSc1nc2ccccc2c(=O)n1Cc1ccc(OC)cc1 (configuration not stated)	13	x	2	-2	-9	x	0
CSCC(C)N1CCC(Oc2cccc(C(=O)NCc3ccccn3)c2)CC1 (configuration not stated)	-11	-3	6	-3	0	-2	-8
COc1ccc(S(=O)(=O)N2CCCCCC2)cc1NC(=O)CCNC(=O)c1ccccc1Cl	-8	0	1	-3	x	x	5
CSc1ccc(C(=S)N2CCN(C(c3ccccc3)c3ccccc3)CC2)cc1	-3	x	0	-12	0	x	-8
CCN(CC)S(=O)(=O)c1ccc(N2CCN(S(=O)(=O)c3ccccc3)CC2)nc1	x	-7	-2	15	4	-6	-3
O=C1CCCC2=C1C(c1cccs1)n1nc(SCc3ccccc3F)nc1N2 (configuration not stated)	x	x	-2	34	-8	x	1
Cc1nc(C(F)(F)F)ccc1C(=O)N1CCCC1(C)C(=O)NCC(C)C (configuration not stated)	4	-3	-2	1	x	3	1
C#CCOCCOCCOCCNc1nc(N2CCN(C(=O)[C@H](CCC(=O)O)n3cc([C@@H](N)CO)nn3)CC2)nc(N2CCN(C(=O)[C@H](CCC(=O)O)n3cc([C@@H](N)CCSC)nn3)CC2)n1	-1	0	2	2	8	11	-3
C[C@H](CO)N1C[C@H](C)[C@H](CN(C)Cc2ccc(C(=O)O)cc2)Oc2ccc(NC(=O)c3ccncc3)cc2C1=O	3[16.7 µM]	1	0	-4	-3	-1	1
CC(=O)N1c2ccc(S(=O)(=O)N3CCCC(C(=O)NCc4ccccc4Cl)C3)cc2CC1C (configuration not stated)	2	3	1	17	2	-1	13
C=CCNC(=O)CCCCCNS(=O)(=O)c1ccc(OC)cc1	-3	x	-1	-1	-30	x	-1
Cc1ccc(S(=O)(=O)Nc2ccc3c(c2)C(=O)N([C@H](C)CO)C[C@@H](C)[C@@H](CN(C)S(=O)(=O)c2ccc(C)cc2)O3)cc1	34[16.7 µM]	1	1	0	-13	-1	0
COC(=O)c1c(-c2cccc(OC)c2)csc1N	-6	-3	-2	1	-2	x	-3
COC(=O)c1ccccc1NC(=O)CCCn1nc([N+](=O)[O-])c(Br)c1C	7	0	-1	1	13	-1	-4
CCOc1ccccc1CN1CCN(CC2=Cc3cc(OC)ccc3OC2)CC1CCO (configuration not stated)	5	1	x	-9	x	-4	-4
O=C(CCN1C(=O)C2C3CCC(C3)C2C1=O)Nc1cccc(Cl)c1 (configuration not stated)	-3	-7	-1	-8	x	0	-1
C[C@@H]1CN([C@H](C)CO)C(=O)Cc2cc(NC(=O)NC3CCCCC3)ccc2O[C@H]1CN(C)C(=O)Nc1ccc(C(F)(F)F)cc1	-6[16.7 µM]	3	4	18	-8	6	-9
O=C(Nc1cccc(-c2nc3ccccc3[nH]2)c1)c1ccco1	-1	x	1	-1	-23	x	23
CC(C)NC(=O)N1C[C@H]2[C@@H](c3ccccc31)[C@@H](CO)N2C(=O)C1CCCC1	0[16.7 µM]	6	1	2	-5	-1	-4
CCCC1(c2ccccc2)NC(=O)N(CC(=O)N2CC(=O)Nc3ccccc32)C1=O (configuration not stated)	-1	-1	-2	0	4	1	1
O=S(=O)(c1cccc(C(F)(F)F)c1)N1CCN(CC(O)COCc2ccccc2)CC1 (configuration not stated)	-4	-3	0	5	-8	-5	0
CC(C)(C)c1ccc2c(c1)OC(C(=O)N/N=C\c1ccc(-c3cccc(C(=O)O)c3)o1)CO2 (configuration not stated)	-3	8	x	-3	-3	5	13
O=C(NCc1ccccc1Cl)C1CCN(S(=O)(=O)c2ccc(N3CCCC3=O)cc2)CC1	0	-4	-3	1	6	-3	-5
Cc1c(CCOC(=O)C23CC4CC(CC(C)(C4)C2)C3)sc[n+]1Cc1ccccc1	5	x	-3	-67	2	x	-39
O=C(C[C@H]1C=C[C@@H](NC(=O)Cc2cccnc2)[C@@H](CO)O1)NCc1ccc2c(c1)OCO2	4[16.7 µM]	0&0	10	6	17	5&-2	-1
CCOc1ccc(CC(=O)Nc2cc(=O)n(C)c(=O)n2C)cc1	5	3	-1	9	-11	5	-8
O=[N+]([O-])c1ccc(C[n+]2cccc3ccccc32)cc1	x	-8	x	x	1	1	x
CC(=O)N(C)C[C@H]1Oc2ncc(-c3ccc(C(=O)N(C)C)cc3)cc2C(=O)N([C@@H](C)CO)C[C@@H]1C	2[16.7 µM]	6	49	-21	10	2	0
Cc1ccccc1S(=O)(=O)N[C@@H]1CC[C@@H](CCn2cc(Cc3ccccc3)nn2)O[C@H]1CO	x	-4	1	-1	-5	0	6
CC1(C)Oc2ccc3ccc(=O)oc3c2/C(=C/O)C1=O	-5	3	-1	0	x	9	0
CCOC(=O)C1=C(C)Nc2ccccc2N=C1NC(=O)c1oc2ccccc2c1COC	2	4	-1	-47	1	2	-11
CCCNC(=O)[C@H]1[C@H](CO)[C@H]2Cn3c(ccc(-c4ccc(C(=O)N(C)C)cc4)c3=O)[C@H]2N1CCC	4[16.7 µM]	2	-3	-5	0	-3	-6
COc1ccc(CCNC(=O)c2cc3c(=O)n(C)c4ccccc4c3n2C)c(OC)c1	x	1	-2	x	23	-4	x
Cc1c(NC(=O)COC(=O)/C=C/c2cccc(Cl)c2)c(=O)n(-c2ccccc2)n1C	-8	-4	6	-1	1	1	1
Cc1cccc2cc(CN(CCCO)C(=O)Nc3ccc(Cl)cc3)c(=O)[nH]c12	17	x	11	x	-4	x	34
COc1cc(NC(=S)NN2CCN(C)CC2)cc(OC)c1OC	x	6	0	x	-4	-3	3
Cc1oc(-c2ccccc2)cc1C(N)=O	5	x	9	-6	0	x	8
CC(C)CN(C(=O)C1CCC1)c1c(N)n(Cc2ccccc2)c(=O)[nH]c1=O	-10	-1	1	3	-11	0	-9
COCCn1c(C)cc2c(c1=O)C(c1ccco1)C(C#N)=C(N)O2 (configuration not stated)	-2	x	0	5	-8	x	0
CN1c2ccc(-c3ccc(F)cc3)cc2[C@@H]2[C@@H](CCN2C(=O)Cc2ccccn2)[C@H]1CO	-8[16.7 µM]	12	6	8	19	-11	16
COc1ccccc1-c1ccc2c(c1)O[C@@H](CN(C)C(=O)c1cccnc1)[C@H](C)CN([C@@H](C)CO)S2(=O)=O	10[16.7 µM]	0	84*	-6	1	-15	-7
CCCC(O)C#Cc1cnc2c(c1)C(=O)N([C@H](C)CO)C[C@H](C)[C@H](CN(C)C(=O)Nc1c(C)noc1C)O2 (some centres not stated)	2[16.7 µM]	-2	4	36	0	5	4
Cc1ccc(/C=N\NC(=O)Cc2noc3ccccc23)cc1	0	0	-1	-10	11	-3	12
Cc1cccc(C(C)C)c1NC(=O)COC(=O)C1CC(=O)N(Cc2ccccc2)C1 (configuration not stated)	-11	0	x	5	-5	-1	-2
O=C(NCc1ccc2c(c1)OCO2)[C@H]1[C@H](CO)[C@H]2Cn3c(cccc3=O)[C@@H]1N2Cc1cncnc1	-3[16.7 µM]	5	-3	0	6	-1	-3
Cc1ccc(C(=O)O/N=C(\N)c2ccccn2)c(Cl)c1	3	2	-10	-78	-7	4	-84
Cc1cc(NS(=O)(=O)c2ccccc2)ccc1NS(=O)(=O)c1ccccc1	x	0	-1	5	-1	x	-3
O=C(NC(NNc1ccc([N+](=O)[O-])cc1)(C(F)(F)F)C(F)(F)F)c1ccccc1Cl	-6	x	2	-8	13	x	0
O=S1(=O)CCOCCCN1Cc1cccc(F)c1	23	2	14	1	-7	-1	-3
CC(C)C[C@H](NC(=O)c1nc[nH]c1C(=O)NCC(=O)OC(C)(C)C)C(=O)OCc1ccccc1	-4	7	1	-8	20	x	-6
O=C(NC(Cc1ccccc1)C(=O)N1CCN(c2ccccc2O)CC1)c1ccccc1 (configuration not stated)	x	-1	-2	10	13	-5	-2
Cc1ccc(NC(=O)CCC(=O)c2cccs2)nc1	12	-1	-1	8	2	-5	20
Cc1cccc(C)c1OCC(=O)Nc1ccc2c(c1)C(=O)NC2=O	-3	3	-1	0	-1	-3	-7

The order is random; about 4% have a hit in one of these screens.
